NALP3 yeast inh – NALP3 inflammasome inhibitors in reconstituted yeast, primary screen, luminescence, uHTS; actives 0.39% (n = 330,000); inhibition, % at 10 µM; Yeast reconstituted NLRP3/ASC/caspase-1, beta-gal luminescence, 24 h;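 active = inhibition of 50% or more; inactive = inhibition below 50%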;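 also: plate controls were induced DMSO wells for no effect and uninduced yeast grown without galactose for full effect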
APOBEC3G inh – APOBEC3G DNA deaminase inhibitors, primary screen, biochemical, fluorescence, single-stranded DNA substrate, uHTS | DNA dC->dU-editing enzyme APOBEC-3G (Homo sapiens), Q9HC16 | recombinant A3G, ssDNA deamination FAM/TAMRA fluorescence | inhibition, % at 20 µM | actives 0.28% (n = 330,000) | AID 493012, 2011;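 active = inhibition of at least 40% at 20 µM, with no more than 30% in the related APOBEC3A deaminase screen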;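 also: plate controls were DMSO wells with A3G for no effect and wells lacking A3G enzyme for full effect; some compounds called inactive have numbers as strong as hits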
mIAP act – activators of mouse IAP, primary screen, biochemical, luminescence, uHTS | intestinal alkaline phosphatase [Mus musculus] | muIAP, CDP-Star luminescence, 30 min; stronger effect = higher value; 1 = vehicle-only enzyme signal, 0 = enzyme-free wells | activation factor at 10 µM | actives 0.24% (n = 330,000);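 active = activation factor of at least 2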; also: the source names both 10 and 20 µM as test concentration; values of inactives mirror those of a sister screen read the other way
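Assay system: mouse IAP enzyme / Compound: DMSO-dissolved test compounds / Timing: 30 min, room temperature / Measured by: luminescence from enzymatic CDP-Star hydrolysis / Control set: DMSO-only wells, enzyme-free buffer wells as negative control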
beta cell repl – inducers of MIN6 beta-cell proliferation, primary screen, ATP luminescence, uHTS; AID 2380, 2010; MIN6 cells proliferation, ATPlite luminescence, 48 h; cells starved in 0.2% serum; 100% = growth in 10% serum; actives 0.29% (n = 330,000); proliferation, % at 10 µM;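 active = compounds whose signal lies at least 3.5 SD above the mean of all wells on their plate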;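 also: 0% = DMSO-treated cells in low-serum medium and 100% = 10% serum control; some compounds called inactive have numbers as strong as hits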
A3A deaminase – APOBEC3A ssDNA deaminase inhibitors, primary screen, selectivity assay for APOBEC3G inhibitor project, biochemical, FAM/TAMRA oligo cleavage fluorescence; inhibition, % at 20 µM; recombinant A3A, FAM/TAMRA ssDNA deamination fluorescence; DNA dC->dU-editing enzyme APOBEC-3A (Homo sapiens), P31941; AID 493011, 2011; actives 0.41% (n = 330,000);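 active = at least 40% inhibition at 20 µM here, with at most 30% in a related deaminase screen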;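 also: plate controls were A3A with DMSO for no effect and wells lacking A3A enzyme for full effect; some results filed as inactive read as strong as hits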
Target sequence (P31941 whole entry, looked up): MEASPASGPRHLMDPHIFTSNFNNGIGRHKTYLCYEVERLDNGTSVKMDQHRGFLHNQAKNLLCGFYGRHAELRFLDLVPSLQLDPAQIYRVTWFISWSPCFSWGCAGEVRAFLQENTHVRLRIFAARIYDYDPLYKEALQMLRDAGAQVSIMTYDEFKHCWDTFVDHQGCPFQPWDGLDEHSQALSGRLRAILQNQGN
TIM10 inh – growth inhibitors of isogenic TIM10 control yeast, primary screen, counter-screen for tim10-1 yeast inhibitor project, luminescence, uHTS; actives 1.4% (n = 330,000); inhibition, % at 10 µM; S. cerevisiae TIM10 strain growth, BacTiter-Glo luminescence, 24 h;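 active = inhibition of 40% or more at the single tested concentration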;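 also: wild-type TIM10 isogenic control strain grown at permissive 25 °C; 0% = DMSO yeast wells and 100% = minimal medium wells without yeast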
tim10-1 inh – growth inhibitors of tim10-1 mutant yeast, primary screen, luminescence, uHTS; inhibition, % at 20 µM; S. cerevisiae tim10-1 ts strain growth, BacTiter-Glo, 24 h; actives 2.2% (n = 330,000);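 active = inhibition of at least 40%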;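 also: mutant grown at 25 °C; 0% = DMSO wells with yeast and 100% = wells holding no yeast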
mIAP block – inhibitors of mouse IAP, primary screen, biochemical, luminescence, uHTS. intestinal alkaline phosphatase [Mus musculus]. purified mouse IAP, CDP-Star luminescence, 30 min. inhibition, % at 10 µM. actives 0.2% (n = 330,000);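 active = inhibition of at least 40% at 10 µM in the primary screen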;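 also: plate controls were DMSO with enzyme for no effect and no enzyme wells for full effect; values of inactives mirror those of a sister screen read the other way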
hIAP block – human IAP inhibitors, primary screen, biochemical, luminescence, uHTS. actives 0.12% (n = 330,000). Intestinal-type alkaline phosphatase (Homo sapiens), P09923. purified IAP, CDP-Star luminescence, 30 min. inhibition, % at 10 µM. AID 2544, 2010;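 active = inhibition reaching a set limit with compound at 10 µM in the primary screen, cut at about 35% in these data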;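 also: plate controls were DMSO wells with enzyme for no effect and no-enzyme buffer wells for full effect; values of inactives mirror those of a sister screen read the other way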
Target sequence (P09923 whole entry, looked up): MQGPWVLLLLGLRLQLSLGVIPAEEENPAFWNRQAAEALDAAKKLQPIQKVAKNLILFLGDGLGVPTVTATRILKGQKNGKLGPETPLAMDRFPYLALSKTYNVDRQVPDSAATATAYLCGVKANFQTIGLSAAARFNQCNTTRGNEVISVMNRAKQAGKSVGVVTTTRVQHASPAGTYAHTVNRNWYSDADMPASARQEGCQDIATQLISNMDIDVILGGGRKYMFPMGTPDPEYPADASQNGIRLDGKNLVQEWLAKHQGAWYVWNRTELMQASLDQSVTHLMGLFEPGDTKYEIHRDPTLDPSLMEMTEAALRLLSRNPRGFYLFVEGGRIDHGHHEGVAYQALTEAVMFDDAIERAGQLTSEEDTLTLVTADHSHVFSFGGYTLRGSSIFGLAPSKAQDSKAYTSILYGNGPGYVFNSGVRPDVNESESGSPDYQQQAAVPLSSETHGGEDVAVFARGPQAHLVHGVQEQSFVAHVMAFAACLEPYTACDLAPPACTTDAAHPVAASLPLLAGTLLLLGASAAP
Numbers without * were called inactive; . = no result given.

#	mol	NALP3 yeast inh	APOBEC3G inh	mIAP act	beta cell repl	A3A deaminase
1	CC(C)CN(C(=O)COC(=O)c1ccc(Cl)c(N)c1)c1c(N)n(Cc2ccccc2)c(=O)[nH]c1=O	21	-8	0.99	0	-3
2	Cc1ccnc(NCc2cc(C)ccc2O)c1	44	-3	0.97	1	-3
3	O=C1Cc2ccccc2C(c2ccc(Cl)cc2Cl)N1 (stereo not drawn)	3	1	1	-2	6
4	FC(F)(F)c1cccc(NC(=S)NCCc2ccccn2)c1	4	-9	1.2	-2	-3
5	C=CCc1cccc2cc(C(=O)NNC(=O)CC#N)c(=O)oc12	-1	3	0.55	-4	8
6	CCOC(=O)C1=C(C)NC(=O)NC1c1c(OC)ccc2ccccc12 (stereo not drawn)	11	6	1	-3	-1
7	Nc1c(S(=O)(=O)c2cccs2)c2nc3ccccc3nc2n1Cc1cccs1	14	3	0.96	2	2
8	Cc1ccc(/C=N/NS(=O)(=O)c2ccccc2)o1	16	-3	0.91	0	4
9	Cc1csc(Sc2nc3c(c(=O)[nH]c(=O)n3C)n2CCCc2ccccc2)n1	-5	-2	0.91	3	0
10	CN(C)c1ccc(N/C(N)=N/c2nc(C(F)(F)F)cc(C(F)(F)F)n2)cc1	35	-1	0.86	-2	2
11	c1nc2n(n1)C1=C(CCCC1)C1(CCCCC1)N2	6	-7	0.95	1	-1
12	Cc1ccc(S(=O)(=O)NNC2=NS(=O)(=O)c3ccccc32)c(C)c1	9	-9	0.98	0	2
13	NS(=O)(=O)c1ccc(CCNC(=O)c2ccc(NC3=NC4CS(=O)(=O)CC4S3)cc2)cc1 (stereo not drawn)	8	-13	0.99	1	-8
14	COc1cc(OC)c2c(-c3cccc(-c4sccc4C(C)=O)c3)cc(=O)oc2c1	.	1	0.94	.	4
15	CC(=O)N1CCN(Cc2nc3ccc(Cl)cc3n2CCO)CC1	0	-13	0.96	4	-3

#	TIM10 inh	tim10-1 inh	mIAP block	hIAP block
1	2	3	1	-15
2	-15	-22	2	2
3	-6	13	-2	3
4	5	37	-20	0
5	0	5	45*	-5
6	-1	-14	0	-6
7	-5	-4	4	-3
8	5	8	9	4
9	10	11	9	0
10	15	-5	14	12
11	22	-14	5	-15
12	-13	9	2	-52
13	1	8	0	3
14	-26	-28	6	.
15	4	-16	4	4

Next part.
#	mol	NALP3 yeast inh	APOBEC3G inh	mIAP act	beta cell repl	A3A deaminase
16	CCOCC(=O)Nc1ccc(S(=O)(=O)NCCc2ccccc2)cc1	23	-3	0.92	-3	7
17	O=C(CCCc1nc2ccccc2s1)NCc1ccccc1F	26	-1	1	0	3
18	O=C(c1ccc(F)cc1)N1CCN2C(=O)c3ccccc3C12c1ccccc1 (stereo not drawn)	6	-6	1	-1	-3
19	COc1cc(C)c(Br)cc1S(=O)(=O)N1CCOCC1	0	-8	0.98	0	-2
20	COc1ccc(N2CCN(C(=O)C(=O)c3cn(CC(=O)N4CCOCC4)c4ccccc34)CC2)cc1	8	-3	0.97	-4	-6
21	CC(=O)N1c2ccc(S(=O)(=O)N(C)C3CCCCC3)cc2CC1C (stereo not drawn)	6	0	0.98	-5	2
22	Nn1c(SCC(=O)Nc2ccccc2)nnc1C1CCCCC1	2	0	0.89	-1	3
23	Cc1noc(C)c1CSc1nc2sc3c(c2c(=O)n1C)CCCC3	12	-7	0.95	-4	-3
24	COCCCNc1ncnc2c1cnn2-c1ccc(C)cc1C	1	-6	1.1	-2	-1
25	CCNc1nc(NC(C)C)nc(NS(=O)(=O)c2ccc(N)cc2)n1	8	-1	0.96	-2	1
26	CCSc1nnc(NC(=O)c2cccs2)s1	53*	-5	0.96	-3	-4
27	O=C(c1coc2ccc(O)c(CN3CCOCC3)c12)C1CC1	17	1	1	0	3
28	O=C(COC(=O)C1CC(=O)N(C2CCCCC2)C1)c1ccc(F)cc1 (stereo not drawn)	-7	-2	1.1	-2	2
29	CCN(CC)S(=O)(=O)c1ccc(N2CCOCC2)c(NC(=O)c2ccco2)c1	12	-4	1.1	-1	-3
30	N#Cc1c2c(c(=S)n(-c3ccccc3)c1N)CCCC2	6	-5	0.83	-4	-1

#	TIM10 inh	tim10-1 inh	mIAP block	hIAP block
16	-3	-1	8	-9
17	13	28	0	3
18	-12	-4	-1	1
19	-2	5	2	1
20	12	7	3	-31
21	20	6	2	-18
22	-4	-13	11	-26
23	19	15	5	16
24	4	13	-8	6
25	-16	8	4	1
26	7	34	4	10
27	-12	-5	0	2
28	5	16	-9	-25
29	10	7	-9	-22
30	-1	-5	17	-4

Grouped by structure, those above with a CF3 group
#	mol	NALP3 yeast inh	APOBEC3G inh	mIAP act	beta cell repl	A3A deaminase
4	FC(F)(F)c1cccc(NC(=S)NCCc2ccccn2)c1	4	-9	1.2	-2	-3
10	CN(C)c1ccc(N/C(N)=N/c2nc(C(F)(F)F)cc(C(F)(F)F)n2)cc1	35	-1	0.86	-2	2

#	TIM10 inh	tim10-1 inh	mIAP block	hIAP block
4	5	37	-20	0
10	15	-5	14	12

The listing picks up, repeating the 5 entries before the break.
#	mol	NALP3 yeast inh	APOBEC3G inh	mIAP act	beta cell repl	A3A deaminase
26	CCSc1nnc(NC(=O)c2cccs2)s1	53*	-5	0.96	-3	-4
27	O=C(c1coc2ccc(O)c(CN3CCOCC3)c12)C1CC1	17	1	1	0	3
28	O=C(COC(=O)C1CC(=O)N(C2CCCCC2)C1)c1ccc(F)cc1 (stereo not drawn)	-7	-2	1.1	-2	2
29	CCN(CC)S(=O)(=O)c1ccc(N2CCOCC2)c(NC(=O)c2ccco2)c1	12	-4	1.1	-1	-3
30	N#Cc1c2c(c(=S)n(-c3ccccc3)c1N)CCCC2	6	-5	0.83	-4	-1
31	Cc1cc(OCC(O)CN2CCCC2)cc(C)c1Cl (stereo not drawn)	6	-3	1	0	-2
32	CC(C)[C@H](NC(=O)NCCC1=CCCCC1)C(=O)O	-9	-9	1.1	-2	-7
33	CNC(=O)c1cc2cc(Cl)cc(OC)c2oc1=O	11	-1	0.97	-1	2
34	COC(CNC(=O)c1cccnc1)OC	8	-5	0.98	1	3
35	CCOC(=O)Cc1csc(NC(=O)c2ccc(OC)c(OC)c2)n1	12	-1	1.1	1	5
36	O=c1c(/C=N/O)c(Nc2ccccc2)nc2ccccn12	34	-8	1	1	-5
37	Cc1ccc(S(=O)(=O)N(CC(=O)NCCC2=CCCCC2)Cc2ccccc2F)cc1	10	-3	1	-3	-3
38	C[C@@H](C(=O)NCc1ccc(S(C)(=O)=O)cc1)[C@H]1C[C@]1(C)[C@H](NC(=O)OCc1ccccc1)c1ccccc1	19	-9	1.1	3	-3
39	O=S(=O)(Nc1cccc(Cl)c1)c1ccc2oc(=S)[nH]c2c1	17	-5	0.88	1	0
40	Cc1ccc2nc(SC(C)C(=O)N3CCOCC3)[nH]c2c1 (stereo not drawn)	1	1	1	-4	1
41	COc1cc2[nH]c(=S)n(CCN3CCCCC3C)c(=O)c2cc1OC (stereo not drawn)	8	-3	0.93	0	1
42	O=C(NCc1ccc(F)cc1)c1cnc2n(c1=O)CCS2	0	-10	0.94	0	-5
43	O=C(NCc1ccccc1)C12CC3CC(CC(Br)(C3)C1)C2	-1	-12	1.1	3	-5
44	O=C(COC(=O)CCSc1ccc(Cl)cc1)Nc1ccc(F)cc1	-2	-2	0.89	0	2
45	CC(=O)C1=C(C)NC(SCC(=O)Nc2nc3ccccc3s2)=C(C#N)C1c1ccc(Cl)cc1 (stereo not drawn)	6	-4	0.89	-5	0

#	TIM10 inh	tim10-1 inh	mIAP block	hIAP block
26	7	34	4	10
27	-12	-5	0	2
28	5	16	-9	-25
29	10	7	-9	-22
30	-1	-5	17	-4
31	-2	-1	0	0
32	-2	-6	-15	-20
33	1	21	2	19
34	16	15	2	10
35	5	1	-9	3
36	6	22	-2	-24
37	26	28	-4	21
38	10	4	-11	18
39	-4	-5	12	3
40	-6	2	0	-12
41	-5	12	7	-19
42	13	24	6	10
43	19	-1	-6	3
44	17	31	11	-7
45	17	6	11	-7

Other records:
#	mol	NALP3 yeast inh	APOBEC3G inh	mIAP act	beta cell repl	A3A deaminase
46	COc1ccc(C2c3[nH]c4ccccc4c3CCN2C(=O)c2cn3ccccc3n2)c(F)c1 (stereo not drawn)	-3	-5	1.1	-5	-2
47	O=C(CCN(CCO)Cc1ccccc1)Nc1ccc(Br)cc1	-3	-3	1.1	-4	-2
48	CCCc1nnc(SCC(=O)Nc2nnc(CC)s2)n1CC1CCCO1 (stereo not drawn)	16	-3	1	-2	-2
49	Cc1cc(N2CCCC(C(=O)Nc3cccc(Cl)c3)C2)n2ncnc2n1 (stereo not drawn)	3	21	1	-4	6
50	Cc1ccc(OCC(=O)NNC(=O)CCC(=O)Nc2ccc(C)cc2C)cc1	17	1	0.95	-3	6
51	O=C(CCCc1ccccc1)NCCS(=O)(=O)N1CCN(c2ccccc2F)CC1	37	-6	0.96	0	-1
52	C=CCNC(=O)C(C)N1C(=O)c2ccccc2C1=O (stereo not drawn)	9	-1	1	0	-1
53	Cc1ccc(NC(=O)Cn2nnc(C(=O)NCc3ccco3)c2N)c(C)c1	3	-2	0.95	-2	4
54	O=S(=O)(Nc1ccc(S(=O)(=O)N2CCCC2)cc1)c1ccc(F)cc1F	14	11	1	-1	0
55	CCn1c(-c2nn(-c3ccccc3)ccc2=O)n[nH]c1=S	24	20	0.88	-1	1
56	CC(=O)NCC(=O)N(C)C(C(=O)Nc1ccc(C(C)C)cc1)c1ccccc1 (stereo not drawn)	13	-2	0.89	-1	-1
57	O=[N+]([O-])c1cccc(N(CC(O)CN2CCCC2)S(=O)(=O)c2ccccc2)c1 (stereo not drawn)	3	-9	1.1	0	-5
58	CCOc1cc(S(=O)(=O)NCCN2CCOCC2)c(C)cc1C	9	-9	1	-2	-3

#	TIM10 inh	tim10-1 inh	mIAP block	hIAP block
46	7	27	-6	-14
47	6	18	-12	2
48	-3	-1	0	8
49	-3	5	-4	-3
50	-15	12	4	-22
51	9	14	4	-27
52	-6	16	-1	6
53	-14	-31	5	18
54	2	-3	-4	4
55	0	9	12	3
56	9	19	11	12
57	-89	-44	-6	-21
58	-6	4	-1	1
